Furin inhibitor – blocks human furin protease activity; inhibition, % at 30 µM; 220,000 tested, 0.061% active; AID 463115; purified furin, fluorogenic substrate cleavage; in the data active = inhibition above about 25%; also: inactives centre near -15
KCC2 mod – modulators of human KCC2 chloride dependent transport; KCC2 cells, thallium flux FluoZin-2 fluorescence; B-score of Tl+ flux slope (higher = more flux/activation; lower = inhibition) at 10 µM; 190,000 tested, 2.2% active; AID 1456;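 active = thallium flux slope and its plate-corrected score both differing from the plate sample mean at a set confidence after two filtering rounds, in either direction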;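 also: slope of fluorescence scaled to starting intensity during 10 to 20 s after thallium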
EBV gp42 block – blocks Epstein-Barr virus glycoprotein 42 binding | 220,000 tested, 0.42% active | Q1HVG2 | inhibition, % (tested at 21.74 µM) | Fluorescence polarization binding assay, mP read-out; in the data active = inhibition above about 50%
Target sequence (Q1HVG2 whole entry, looked up): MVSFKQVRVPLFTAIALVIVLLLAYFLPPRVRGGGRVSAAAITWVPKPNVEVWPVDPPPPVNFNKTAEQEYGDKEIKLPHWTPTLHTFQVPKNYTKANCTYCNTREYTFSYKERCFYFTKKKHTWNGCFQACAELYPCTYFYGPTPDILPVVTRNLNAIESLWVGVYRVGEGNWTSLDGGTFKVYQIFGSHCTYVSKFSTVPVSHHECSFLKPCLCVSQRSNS
14-3-3 Bad inh – disrupts binding of bovine 14-3-3 zeta to phospho-Bad peptide | TR-FRET 14-3-3zeta/Dy647-pBad peptide displacement, 1 h | inhibition, % at 21.7 µM | 220,000 tested, 0.71% active | AID 781;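 active = inhibition above about 70%, limit read from the data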;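 also: 0% = full 14-3-3 plus peptide FRET controls and 100% = background without 14-3-3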
Target sequence (P63103 whole entry, looked up): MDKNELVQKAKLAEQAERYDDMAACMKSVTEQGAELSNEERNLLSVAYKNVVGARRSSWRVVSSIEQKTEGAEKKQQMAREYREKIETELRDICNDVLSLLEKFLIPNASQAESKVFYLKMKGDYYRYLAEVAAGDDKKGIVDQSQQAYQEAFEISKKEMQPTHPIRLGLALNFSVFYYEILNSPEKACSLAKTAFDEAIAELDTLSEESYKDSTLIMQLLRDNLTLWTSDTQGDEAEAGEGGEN
eIF4E 4G PPI – blocks eIF4E binding to eIF4G. 220,000 tested, 0.37% active. inhibition, % at 21.7 µM. P63073+Q04637. TR-FRET eIF4E-eIF4GI(517-606) binding, 2 h. AID 782;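 also: 0% = full FRET control wells and 100% = background wells lacking eIF4GI fragment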
Rad51 HR inh – Rad51 (human) homologous recombination inhibition | Q06609 | hRad51 DNA strand exchange, fluorescence dequenching | inhibition, % at 10 µM | 200,000 tested, 0.085% active | AID 1385;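 active = inhibition above 40% at the single screening dose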;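 also: 0% = DMSO control wells and 100% = blanks with heterologous ssDNA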
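material = hRad51 filaments on single-stranded DNA | timing = filaments 15 min 37 °C, then compound 30 min | signal = FRET fluorescence dequenching, excitation 485 nm, emission 520 nm | benchmarks = control wells and blank wells on each plate | evaluation = percent inhibition relative to plate controls and blanks | compound = 10 µM final, single point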
NCF1 inh – inhibitors of human p47phox binding | P14598 | p47phox/p22phox peptide binding, fluorescence polarization, 2 h | inhibition, % at 24.7 µM | 220,000 tested, 0.53% active | AID 1274;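 also: 0% = p47phox with labelled peptide and 100% = labelled peptide alone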
KLK5 inh – blocks human kallikrein 5 protease activity; Q9Y337; AID 873; inhibition, % at 5 µM; recombinant hK5, fluorogenic AMC substrate cleavage; 210,000 tested, 0.59% active;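 active = inhibition of 40% or more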;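 also: 0% = enzyme controls without compound and 100% = no-enzyme blanks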
Target sequence (Q9Y337 67-293 limits assumed): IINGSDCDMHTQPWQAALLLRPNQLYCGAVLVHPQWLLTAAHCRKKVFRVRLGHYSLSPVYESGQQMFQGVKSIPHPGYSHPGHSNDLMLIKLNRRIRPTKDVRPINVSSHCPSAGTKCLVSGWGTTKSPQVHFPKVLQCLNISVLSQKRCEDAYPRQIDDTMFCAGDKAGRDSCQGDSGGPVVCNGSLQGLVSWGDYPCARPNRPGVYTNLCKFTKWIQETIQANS
Thrombin inh – blocks human thrombin protease activity. P00734. alpha-thrombin, Boc-VPR-AMC fluorogenic substrate cleavage. inhibition, % at 5 µM. 220,000 tested, 0.26% active;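 active = inhibition at or above 40%; inactive = inhibition below 40%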;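 also: 0% = enzyme with no compound and 100% = wells without enzyme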
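Material: human alpha-thrombin protein. Incubation: reaction at ambient temperature. Technique: fluorescence of released AMC, ex 355 nm, em 460 nm. Control set: no-compound enzyme wells and no-enzyme blanks. Also added: Boc-VPR-AMC substrate, 15 µM final. Buffer or medium: pH 7.5 Tris (50 mM) with NaCl 150 mM, Tween 20 0.05%.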
Numbers without * were called inactive; nt = no result given; [ ] = remark or other dose.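 The calls were made as follows, unless noted: active = inhibition above about 30% (limit read from the data); inactive = the rest.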

Values in the order: Furin inhibitor	KCC2 mod	EBV gp42 block	14-3-3 Bad inh	eIF4E 4G PPI	Rad51 HR inh	NCF1 inh	KLK5 inh	Thrombin inh
#1 CCOC(=O)C1(Cc2ccc(OC)cc2)CCN(C(=O)CC2CCC(=O)N2)CC1 (stereo unspecified)
→ -30	0.56	-13	-8	1	-2	-8	nt	-2
#2 CC(C)(C)NC(=O)c1ccc(C(=O)NC(C)(C)C)cc1
→ -8	-0.0077	-13	3	-1	10	0	-4	-6
#3 C/C(=N\NC(=O)C(=O)Nc1cccc(C(F)(F)F)c1)c1ccc(Cl)s1
→ -4[20 µM]	1.8	-8	8	-5	-5	-5	-7	3
#4 O=c1[nH]n(-c2ccc([N+](=O)[O-])cc2)c(=O)c2ccccc12
→ -20	nt	-18	-6	8	4	44*	-8	-7
#5 COCCNC(=O)Cc1ccc(Br)cc1
→ -17	0.041	-16	7[fluorescence artefact?]	-3	-5	-2	-2	-5
#6 COCCn1c(=NC(=O)c2ccc(S(=O)(=O)N3CCc4ccccc4C3)cc2)sc2cc(S(N)(=O)=O)ccc21
→ -59	1.8	-6	3	3	nt	-23	-17	-3
#7 C[C@H](NC(=O)c1nc[nH]c1C(=O)NCC(=O)OC(C)(C)C)C(=O)OC(C)(C)C
→ -24	nt	-13	-2	-1	1	-17	3	-2
#8 CCCN1C2CCCC1CC(NC(=O)Nc1cccc(C(C)=O)c1)C2 (stereo unspecified)
→ -25[20 µM]	-0.23	-8	3	-3	7	-4	4	-5
#9 CCOc1cc(C(N)=O)cc(Br)c1OC
→ 16[20 µM]	0.3	-14	4[fluorescence artefact?]	-5	-13	-2	-6	-8
#10 CN(C)CCN(Cc1cc2cc3c(cc2[nH]c1=O)OCO3)C(=S)NCC1CCCO1 (stereo unspecified)
→ -25	0.036	-3	-11	-1	-5	0	-1	-20
#11 Cc1ccc(S(=O)(=O)N2CCN(c3ccc([N+](=O)[O-])c4cccnc34)CC2)cc1
→ -13	-0.057	-2	-6	-1	2	-3	0	16
#12 Cc1cc(NNC(=O)c2ccccc2)nc(NNC(=O)c2ccccc2)n1
→ -34	0.99	-27	-14	0	14	-10	-14	-9
#13 O=C(CSc1nnnn1C1CCCC1)N1CCCc2ccccc21
→ -6	-0.14	0	-7	3[fluorescence artefact?]	1	-14	-6	2
#14 CSCC[C@H](NC(=O)OC(C)(C)C)c1nnc(SCC(N)=O)o1
→ -17	nt	0	-8	0	-5	-4	1	-4
#15 FC(F)(F)c1cccc(NC(=S)NNC(=S)Nc2ccc(Cl)cc2)c1
→ -26	-2.2	-15	-11	-1	5	-24	-2	-2
#16 CCCCOc1ccc(-c2nnn(CC(=O)NCc3ccco3)n2)cc1
→ -11[20 µM]	-0.57	-6	10	-4	5	0	-5	-17
#17 COc1cc(/C(C#N)=C/c2ccccc2)c([N+](=O)[O-])cc1OC
→ -17[20 µM]	-0.4	12	1	-2[fluorescence artefact?]	12	-1	-10	-1
#18 Cc1cc(OCC(=O)N2CCCC2)cc(C)c1Cl
→ -18[20 µM]	0.0038	-9	-16[fluorescence artefact?]	-1[fluorescence artefact?]	-3	-14	-1	-5
#19 CCOc1ccc2nc(SC3CC(=O)N(c4cccc(OC)c4)C3=O)sc2c1 (stereo unspecified)
→ -10	4.7*	7	-22[fluorescence artefact?]	-1	3	-30	-10	-8
#20 c1ccc2cc(CSCc3nc4ccccc4[nH]3)ccc2c1
→ -13	-0.11	12	0	3	nt	-12	-4	0

Part of the list above in a different format.
11) Cc1ccc(S(=O)(=O)N2CCN(c3ccc([N+](=O)[O-])c4cccnc34)CC2)cc1
12) Cc1cc(NNC(=O)c2ccccc2)nc(NNC(=O)c2ccccc2)n1
13) O=C(CSc1nnnn1C1CCCC1)N1CCCc2ccccc21
14) CSCC[C@H](NC(=O)OC(C)(C)C)c1nnc(SCC(N)=O)o1
15) FC(F)(F)c1cccc(NC(=S)NNC(=S)Nc2ccc(Cl)cc2)c1
16) CCCCOc1ccc(-c2nnn(CC(=O)NCc3ccco3)n2)cc1
17) COc1cc(/C(C#N)=C/c2ccccc2)c([N+](=O)[O-])cc1OC
18) Cc1cc(OCC(=O)N2CCCC2)cc(C)c1Cl
19) CCOc1ccc2nc(SC3CC(=O)N(c4cccc(OC)c4)C3=O)sc2c1 (stereo unspecified)
20) c1ccc2cc(CSCc3nc4ccccc4[nH]3)ccc2c1

Compound	11	12	13	14	15	16	17	18	19	20
Furin inhibitor	-13	-34	-6	-17	-26	-11[20 µM]	-17[20 µM]	-18[20 µM]	-10	-13
KCC2 mod	-0.057	0.99	-0.14	nt	-2.2	-0.57	-0.4	0.0038	4.7*	-0.11
EBV gp42 block	-2	-27	0	0	-15	-6	12	-9	7	12
14-3-3 Bad inh	-6	-14	-7	-8	-11	10	1	-16[fluorescence artefact?]	-22[fluorescence artefact?]	0
eIF4E 4G PPI	-1	0	3[fluorescence artefact?]	0	-1	-4	-2[fluorescence artefact?]	-1[fluorescence artefact?]	-1	3
Rad51 HR inh	2	14	1	-5	5	5	12	-3	3	nt
NCF1 inh	-3	-10	-14	-4	-24	0	-1	-14	-30	-12
KLK5 inh	0	-14	-6	1	-2	-5	-10	-1	-10	-4
Thrombin inh	16	-9	2	-4	-2	-17	-1	-5	-8	0

Continuation:
Values in the order: Furin inhibitor	KCC2 mod	EBV gp42 block	14-3-3 Bad inh	eIF4E 4G PPI	Rad51 HR inh	NCF1 inh	KLK5 inh	Thrombin inh
#21 CC(C)c1nc(NCc2ccccc2)c(C#N)c2c1CCCC2
→ -21[20 µM]	-0.33	-7	-9	0	2	-3	-22	3
#22 CCc1ccc(OCc2nnc(SCCN3CCOCC3)n2CC)cc1
→ -30	0.12	-20	66	4	1	-11	3	-8
#23 Cc1ccccc1NC(=S)N1CCC(NC(=O)c2ccco2)CC1
→ -35	-0.024	-19	-11	-3	-15	-2	8	-9
#24 O=c1cc(/N=C/c2coc3c(ccc4ccccc43)c2=O)[nH]c(=S)[nH]1
→ 9	-0.7	-17	-7	4	-2	-2	-54	-1
#25 Cc1ccc(/C=N/c2sc3c(c2C#N)CCCCC3)o1
→ -20	nt	-7	-15	1	1	-13	-13	-6
#26 CCOc1ccc(-c2nnc(-c3ccco3)o2)cc1
→ -20	-0.61	-1	6	-6	-9	-3	0	-8
#27 CCN(CC)CCN1C(=O)C2C3c4ccccc4C(c4ccccc43)C2C1=O (stereo unspecified)
→ nt	nt	-8	8	0	-4	2	-3	-1
#28 Cc1ccc(OCc2nnc(SCC(=O)NCc3ccco3)n2C)cc1
→ -13[20 µM]	-0.85	-15	2	5	3	-9	-10	-2
#29 CC(C)c1ccccc1NC(=O)C1CN(S(=O)(=O)c2ccccc2)CCN1S(=O)(=O)c1ccccc1 (stereo unspecified)
→ -24	-2.3	3	-13	11	2	-9	-16	-6
#30 CC(=O)Nc1ccc(SCC(=O)c2cc(C)n(C)c2C)cc1
→ -19[20 µM]	0.21	-7	0	4	-9	-21	0	4
#31 COc1ccc(C2CC(=O)N(CCCN(C)CCc3ccc(OC)c(OC)c3)C2)cc1 (stereo unspecified)
→ -12	0.024	-38	30	5	9	2	23	33
#32 CC(NC(=O)CCNS(=O)(=O)c1ccc2c(c1)c(=O)n(C)c(=O)n2C)c1ccccc1 (stereo unspecified)
→ -11	0.025	-18	-9	3	2	-9	-5	-3
#33 COc1ccc(OC)c(-n2nnnc2SCC(=O)Nc2cc(C)ccc2OC)c1
→ -13[20 µM]	-0.045	-6	8	-7	10	10	-5	-2
#34 Cc1ccc(N(C(=O)CS(=O)CC(=O)Nc2ccc(F)cc2)C(C(=O)NC2CCCCC2)c2ccco2)cc1 (stereo unspecified)
→ -21	-1.2	-6	10[fluorescence artefact?]	1	3	10	-6	-11
#35 CC(C)C(NC(=O)c1ccc2c(c1)OCO2)C(=O)N/N=C/c1cccs1 (stereo unspecified)
→ -20	0.95	-12	3[fluorescence artefact?]	3	-7	-11	-6	2
#36 O=C(N/N=C/C=C/c1ccc2c(c1)OCO2)C(O)c1ccccc1 (stereo unspecified)
→ 10	2	2	-4	-1	nt	-4	4	4
#37 C/C(=N\NC(=O)Cc1csc(N2CCOCC2)n1)c1ccccc1
→ -14[20 µM]	0.3	0	10	-6	1	-7	-7	-1
#38 O=C(O)c1ccc(C2NCC(c3ccccc3Cl)c3c2[nH]c2ccccc32)cc1 (stereo unspecified)
→ -9	-0.57	6	-3	1	9	-9	-7	1
#39 C=CCN1C(=O)C(O)(CC(=O)c2ccc(N)cc2)c2ccccc21 (stereo unspecified)
→ -21[20 µM]	0.19	5	0	1	0	-8	-16	5
#40 COc1ccccc1NS(=O)(=O)c1ccc(C)c(C(=O)NCC2CCCO2)c1 (stereo unspecified)
→ -18	-0.41	-7	0	-11	2	-10	-18	4
#41 O=C(Nc1nc2ccccc2s1)c1ccccc1
→ -26	-0.56	7	-12	-2	13	-7	-18	-3
#42 CCOc1ccccc1NC(=O)N1CCN(S(C)(=O)=O)CC1
→ -18	0.79	-14	-4	5	28	4	-2	0
#43 COc1ccc(C(=O)/C=C/c2ccc(OC)cc2OC)c(O)c1
→ -24	-0.0047	-4	-3	1	1	-14	1	-4
#44 Cc1ccc(N=CNc2ccc(C)cc2C)c(C)c1
→ -19	-0.6	1	3	-4	21	-10	2	4
#45 Cc1cc(NC(=O)CCN2C(=O)/C(=C/c3ccccc3Cl)SC2=S)no1
→ -14	0.093	-14	10	7	-9	-9	-4	2
#46 COC(=O)/C=C(\C)N=Nc1c(O)[nH]c2ccccc12
→ 8	1.2	5	-1	-5	-15	-27	39	14
#47 COC(=O)c1ccc(NC(=O)c2ccc(N(C)S(C)(=O)=O)cc2)cc1
→ -2[20 µM]	0.34	-19	6	2[fluorescence artefact?]	6	5	-5	3
#48 O=C(Cc1cccc2ccccc12)NNC(=O)c1cccs1
→ -12[20 µM]	nt	-12	-3[fluorescence artefact?]	-10[fluorescence artefact?]	-3	-5	-8	-2
#49 O=[N+]([O-])/C=C1/CCCCCN1
→ 3	0.14	-10	2	3	-19	-11	-11	-2
#50 O=C1c2cccc3c(Nc4ccccc4Cl)c([N+](=O)[O-])cc(c23)C(=O)N1CCO
→ -13	-2.1	9	-14[fluorescence artefact?]	-27[fluorescence artefact?]	-7	9	13	-3
#51 Cc1cc(C)c(NS(=O)(=O)c2ccc3c(c2)NC(=O)CC(=O)N3)c(C)c1
→ -19	0.05	-18	-15	16[fluorescence artefact?]	-4	-6	-15	-6

Assay outcomes as filed in PubChem BioAssay.
